PRMT1 inh – PRMT1 (human) inhibition, primary screen; 370,000 tested, 1.3% active; AID 652257; Q99873; inhibition, % at 2.79 µM; recombinant PRMT1, activity-based probe fluorescence polarization;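 active means inhibition above about 21% made by adding two undisclosed values, limit read from the data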
Target sequence (Q99873 whole entry, looked up): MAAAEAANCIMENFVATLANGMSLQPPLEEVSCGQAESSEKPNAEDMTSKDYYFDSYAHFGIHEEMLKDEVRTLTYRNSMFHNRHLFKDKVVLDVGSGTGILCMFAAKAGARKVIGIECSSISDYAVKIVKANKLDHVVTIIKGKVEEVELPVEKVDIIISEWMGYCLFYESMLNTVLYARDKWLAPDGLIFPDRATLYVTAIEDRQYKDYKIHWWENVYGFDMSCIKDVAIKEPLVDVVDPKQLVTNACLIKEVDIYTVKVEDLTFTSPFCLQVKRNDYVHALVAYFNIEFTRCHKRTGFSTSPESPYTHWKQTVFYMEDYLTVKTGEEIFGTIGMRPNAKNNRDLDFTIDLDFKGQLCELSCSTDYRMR
MBD2 DNA inh – blocks human MBD2 binding to methylated DNA. Q9UBB5. TR-FRET, MBD2 binding to methylated oligonucleotide. inhibition, % at 4.4 µM. 370,000 tested, 0.31% active. AID 686964; in the data active means inhibition above about 13%
rCAG binder – r(CAG) repeat RNA binding. TO-PRO-1 dye displacement fluorescence. inhibition, % at 3 µM. AID 651821. 370,000 tested, 1.3% active;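 active means inhibition above the plate cutoff, the mean of all test compounds on that plate plus 3 SD, cut at about 35% in these data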;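 further: 0% = DMSO alone and 100% = 100 µM mitoxantrone as full dye displacement; higher means more dye released from RNA so lower well fluorescence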
UHRF1 binding – blocks human UHRF1 binding to methylated DNA; Q96T88; UHRF1 binding to methylated oligo, TR-FRET; inhibition, % at 4.4 µM; 370,000 tested, 0.75% active; AID 687016; in the data active means inhibition above about 21%;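 further: UHRF1 SRA domain binding a hemimethylated CpG hairpin DNA probe; 0% = median of test compound wells and 100% = reference inhibitor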
TCR-CD3 inh – inhibitors of human TCR-CD3 interaction; 360,000 tested, 0.37% active; AID 651800; inhibition, % at 9.4 µM; TAMRA-labeled TCR probe fluorescence, biochemical; in the data active means inhibition above about 19%;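 further: recombinant mutant TCR 2C K166C tagged with TAMRA read by polarization; 0% = receptor in buffer alone and 100% = receptor with positive control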
GC-A act – GC-A (human) enzyme activation. P16066. HEK293 GC-A cells, cGMP TR-FRET, EC30 ANP; 0% at EC30 ANP, 100% saturating ANP. activation, % at 10 µM. AID 1671463. 370,000 tested, 0.14% active; in the data active means activation above about 40%
GC-B act – GC-B (human) receptor activation; HEK293-GC-B cells, CNP EC30, cGMP TR-FRET; 0% at EC30 CNP, 100% saturating CNP; activation, % at 10 µM; 370,000 tested, 0.11% active; AID 1920062;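 active means activation at 10 µM reaching about 35% in either raw or pattern-adjusted values, limit read from the data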
HTRA1 inhibitor – HTRA1 (human) protease inhibition; Q92743; recombinant HTRA1, FP-rhodamine activity-based probe, fluorescence polarization; inhibition, % at 5.96 µM; 340,000 tested, 0.5% active; in the data active means inhibition above about 36%;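 further: 0% = enzyme with DMSO and 100% = wells lacking enzyme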
ABHD4 inh – ABHD4 (mouse) inhibition, primary FP screen | purified mABHD4, FP-Rh probe fluorescence polarization | inhibition, % at 8.92 µM | 370,000 tested, 0.54% active;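 active means inhibition exceeding the mean over every tested compound plus 3 SD, cut at about 30% in these data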;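 further: 0% = plate median of compound wells and 100% = S159A mutant with DMSO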
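Assay system: mouse ABHD4 enzyme, wild type / Also added: fluorescent activity-based probe FP-Rh / Doses: single nominal dose of 8.92 µM, 0.89% DMSO final / Timing: 45 min compound pre-incubation plus 60 min probe step, 25 °C / Signal: FP readout, ex 525 nm / em 598 nm / Control set: S159A mutant/DMSO as 100%, compound-well median as 0%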
SIAE inh – inhibitors of human sialic acid acetylesterase SIAE. Q9HAT2. 370,000 tested, 0.69% active. inhibition, % at 9.66 µM. SIAE FP-Rh probe binding, fluorescence polarization;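 active means inhibition above a cutoff: mean of compounds within the control limits plus 3 SD of those, cut at about 17% in these data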;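 further: 0% = plate median of compound wells and 100% = probe without SIAE protein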
Target sequence (Q9HAT2 whole entry, looked up): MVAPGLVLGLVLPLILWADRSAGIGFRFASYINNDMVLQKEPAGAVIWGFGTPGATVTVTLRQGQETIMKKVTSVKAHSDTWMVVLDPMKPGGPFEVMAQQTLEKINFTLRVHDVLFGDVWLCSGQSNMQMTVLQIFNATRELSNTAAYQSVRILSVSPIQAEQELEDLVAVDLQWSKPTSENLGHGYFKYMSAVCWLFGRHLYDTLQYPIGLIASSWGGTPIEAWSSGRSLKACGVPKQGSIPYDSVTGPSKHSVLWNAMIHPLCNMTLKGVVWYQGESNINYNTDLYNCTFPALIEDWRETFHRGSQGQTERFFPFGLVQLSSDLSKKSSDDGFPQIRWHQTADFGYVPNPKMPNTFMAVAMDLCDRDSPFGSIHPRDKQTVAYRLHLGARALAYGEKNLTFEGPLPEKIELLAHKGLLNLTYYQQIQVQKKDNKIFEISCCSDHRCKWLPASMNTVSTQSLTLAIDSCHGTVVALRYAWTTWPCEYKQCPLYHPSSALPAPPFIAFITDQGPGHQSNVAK
* = called active by the depositor; / = no result given. A portion of the library; count on the stated rates, not on these rows.

Values in the order – GC-A act, TCR-CD3 inh, UHRF1 binding, SIAE inh, HTRA1 inhibitor, PRMT1 inh, GC-B act, rCAG binder, MBD2 DNA inh, ABHD4 inh
Nc1c(N(Cc2ccccc2)C(=O)COc2ccc(F)cc2Cl)c(=O)[nH]c(=O)n1Cc1ccccc1
→ 0, 21*, -2, -4, 12, -3, -6, 0, -9, -6
Cc1c(NC(=O)/C=C/c2ccc(S(=O)(=O)N3CCOCC3)cc2)c(=O)n(-c2ccccc2)n1C
→ -4, -2, 3, -2, 3, -5, 4, -4, -8, -7
CS(=O)(=O)c1ccc2nc(NC(=O)c3ccccc3Br)sc2c1
→ 0, 7, 0, -10, -3, 5, 5, 10, -1, -2
O=C1Cc2cc(S(=O)(=O)Nc3cccc(F)c3)ccc2N1
→ -2, 1, 1, -4, 1, -8, -2, 5, 1, -5
O=C(O/N=C(/c1ccccc1)c1ccncc1)c1cccc(F)c1
→ 3, 1, 6, -5, -4, 7, -1, -4, 11, -11
COc1cccc(C2C(C#N)=C(N)N(N(C)C)C3=C2C(=O)CC(C)(C)C3)c1 (stereo unspecified)
→ 5, 3, 2, -2, 5, 0, -2, -3, 2, 2
CCOC(=O)C1CCN(S(=O)(=O)c2ccc(-c3cc(C(F)(F)F)n(C)n3)s2)CC1
→ -3, 3, 1, 2, /, -1, -2, -8, 1, 1
COC(=O)CC1COc2ccccc2N1C(=O)c1ccc(Br)cc1 (stereo unspecified)
→ -11, 10, 0, 4, 1, -2, -4, -9, 3, -3
C=CCn1c(O)c(N=O)c2ccccc21
→ -2, -1, 1, -8, -13, 2, -4, 1, -1, 0
CC(C(c1ccc2c(c1)OCO2)c1c(N)n(C)c(=O)n(C)c1=O)[N+](=O)[O-] (stereo unspecified)
→ -4, 1, 0, 0, -4, 5, -2, 2, 2, -4
COc1ccc(NC(=O)CCOc2ccccc2C)cc1S(=O)(=O)N1CCCCC1
→ 2, 0, 0, -2, -6, -1, 3, -2, 0, 1
O=C(O)c1sc2ncccc2c1OCc1ccccc1
→ 1, 2, 1, -3, -4, 2, 2, 1, 1, -1
CCCCCCCNC1=CC(=O)CC(c2ccccc2)C1 (stereo unspecified)
→ -7, 4, 0, -10, -19, 2, -6, -11, 3, 6
COCCN(CCOC)C(=O)Nc1ccc(Cl)cc1
→ 3, -3, 4, -5, -2, 2, 1, 0, 2, -1
CCN(CC(=O)Nc1ccc2c(c1)OCCO2)C(=O)/C=C/c1ccc(F)cc1
→ 4, 5, 0, 1, 8, 8, 3, 1, 6, -3
C[n+]1c(-c2ccccc2)cc2c(=Cc3ccc([N+](=O)[O-])cc3)c3ccccc3n21
→ 5, -5, 5, 4, 80*, 3, -2, 11, -10, 31*
O=C(NCc1cccc(C(F)(F)F)c1)c1ccc2sc([C@@H]3O[C@H](CO)[C@@H](O)[C@H]3O)nc2c1
→ 3, 1, -3, -3, /, 1, 6, 4, -1, -1
O=C(COC(=O)c1cc(S(=O)(=O)N2CCCCC2)ccc1N1CCOCC1)c1ccc(Cl)cc1
→ 3, 0, 0, -3, -33, -1, 3, 8, -3, 7
O=C(O)c1cccc(N2C(=O)c3cc([N+](=O)[O-])cc4cc([N+](=O)[O-])cc(c34)C2=O)c1
→ -1, 2, 21, 7, 22, 13, 3, 19, 1, 26
C#C[C@]1(O)CC[C@H]2[C@@H]3CCc4cc(OC)ccc4[C@H]3CC[C@@]21C
→ 14, 1, -2, -2, -5, -3, -4, 2, -3, 0
O=C(c1ccc(Br)o1)N1CCN(Cc2ccccc2Cl)CC1
→ -3, 2, -2, 6, -4, -3, -4, -7, 1, -1
CCOc1ccc(NC(=S)Nc2ccc(C)c([N+](=O)[O-])c2)cc1
→ 8, 5, 1, 8, -4, -1, 7, 6, 0, -4
COc1ccc(S(=O)(=O)N2CCCCC2c2cc(C(=O)Nc3ccc(F)c(Cl)c3)no2)cc1 (stereo unspecified)
→ 3, 3, 0, -46, /, -1, 5, 5, 2, -2
O=C1c2ccccc2CN1C(CO)Cc1ccccc1 (stereo unspecified)
→ 1, 4, 0, 0, 3, 0, 2, -1, 1, -1
O=C(NC1CCCCCCC1)c1ccc(Br)cc1
→ 2, -4, 0, -6, /, 3, -2, -6, -3, -1
CCc1ccc(OCC(O)CN2CCN(CCO)CC2)cc1 (stereo unspecified)
→ 4, -3, -3, 1, 0, -1, 6, -1, -5, 7
O=c1[nH]c2ccc(Cl)cc2c(=O)n1Cc1ccco1
→ -4, 0, 16, 1, -2, 1, -5, 0, 2, -4
CCOC1=C2[C@@H](CN(S(=O)(=O)c3ccc(C)cc3)[C@H]2c2ccc(Cl)cc2)[C@H]2C(=O)N(c3ccccc3)C(=O)[C@H]2C1
→ 4, 3, -3, -6, /, -1, 1, 2, -1, 3
COc1ccccc1N(C)S(=O)(=O)c1ccc(C(=O)Nc2ccncc2)cc1
→ -3, 8, -1, 1, -9, 0, -5, 2, -7, -3
C/C=C/c1cccc(-c2nc(C(=O)N3CCCCC3)cc3c2[C@H](CCO)N(C(=O)NC(C)C)C3)c1
→ 1, -7, 1, 0, /, -2, 3, 1, -1, -8
O=C(O)c1cc2c(cc1NC(=O)c1ccccc1C(F)(F)F)OCCCO2
→ -2, -3, 1, 6, -2, -5, 2, 11, -2, 5
COc1ccccc1/C=C(/C(=O)OCC(=O)Nc1cc(C)ccc1C)c1ccccc1
→ 2, 4, -1, -11, -20, 0, 2, 1, 2, -9
O=C(Nc1ccc(F)c(Cl)c1)Nc1nnc([C@H]2C[C@H](O)[C@@H](CO)O2)s1
→ 2, 1, -4, 4, /, 2, 2, 20, -6, -11
CCOc1ccc(-c2cc(C(=O)NCc3ccc(F)cc3)[nH]n2)c(C)c1
→ -2, 1, 0, -2, /, -4, 7, 2, 2, -10
O=S1(=O)NC2CCCCCN2c2ccc(F)cc21 (stereo unspecified)
→ -1, -4, -1, -7, 1, 2, 3, 2, -1, -8
COc1ccc(CC(=O)OCC(=O)NCc2ccccc2Cl)cc1OC
→ -5, -3, 9, -3, 2, -3, -2, -2, 3, -10
CC1CC(C)CN(S(=O)(=O)c2ccc(NC(=O)[C@@H]3CCCN3C(=O)c3cccs3)cc2)C1 (stereo partly specified)
→ -4, 3, -4, -10, -12, -2, 5, 5, -4, -3
CN(C)c1ccc(-c2nc3ncc(Cl)cc3[nH]2)cc1
→ 13, /, -5, -2, /, 5, 0, 5, -7, 11
CCOC(=O)C(Cc1ccccc1)C(=O)Nc1nccs1 (stereo unspecified)
→ 0, -3, 4, 1, -5, 0, 1, -6, 2, 0
COc1cccc(C2=NOC(C(=O)NCCCn3ccnc3)C2)c1 (stereo unspecified)
→ 3, -7, 0, -3, 0, 2, 1, -3, -3, 5
CC(C)(C)OC(=O)N1CCC(NC(=O)c2[nH]cnc2C(=O)Nc2cccc(Cl)c2)CC1
→ 0, -10, -1, 0, -9, -1, -7, 0, 6, 1
O=C(NCCCn1ccnc1)c1ccccc1NS(=O)(=O)c1ccc(F)c(F)c1
→ 0, -1, 1, -5, -3, 0, 2, 14, -1, -1
CCOC(=O)C1CCN(C(=O)CN(Cc2ccc(Cl)cc2)S(C)(=O)=O)CC1
→ 0, 2, 1, 5, -6, -1, 3, -9, -5, 1
COc1ccccc1OCCC(=O)N1CCN(c2ccccc2OC)CC1
→ 1, 6, 3, -6, -4, -3, 3, -8, -2, -1
COC(=O)c1ccccc1NC(=O)CSc1nnc(-c2cccnc2)o1
→ -3, 4, 1, -6, -1, -2, -3, -3, 2, 3

Two entries from above in another layout:
| SMILES | GC-A act | TCR-CD3 inh | UHRF1 binding | SIAE inh | HTRA1 inhibitor | PRMT1 inh | GC-B act | rCAG binder | MBD2 DNA inh | ABHD4 inh |
| --- | --- | --- | --- | --- | --- | --- | --- | --- | --- | --- |
| CN(C)c1ccc(-c2nc3ncc(Cl)cc3[nH]2)cc1 | 13 | / | -5 | -2 | / | 5 | 0 | 5 | -7 | 11 |
| CCOC(=O)C(Cc1ccccc1)C(=O)Nc1nccs1 (stereo unspecified) | 0 | -3 | 4 | 1 | -5 | 0 | 1 | -6 | 2 | 0 |

More results follow.
Values in the order – GC-A act, TCR-CD3 inh, UHRF1 binding, SIAE inh, HTRA1 inhibitor, PRMT1 inh, GC-B act, rCAG binder, MBD2 DNA inh, ABHD4 inh
OCCCNc1c2c(nc3cc(-c4ccc(Cl)cc4)nn13)CCC2
→ -8, 4, 0, 8, -20, 0, -1, -1, -1, 4
CN(C)CCC1(C2=CCCC2)CC/C(=C/c2ccc(Cl)cc2)C1=O (stereo unspecified)
→ -19, -3, -1, 0, 8, 4, -12, 5, 2, 5
Cc1ccc(Nc2c3c(nc4ncnn24)CC(C)CC3)cc1 (stereo unspecified)
→ -1, 1, 2, -3, -2, 0, -1, -10, 4, -3
COc1cccc(/C=N/NC(=O)c2c(-c3ccccc3)noc2C)c1O
→ -1, 2, -2, 5, 7, -3, -2, 4, -6, 21
COc1ccc(NC2CCCN(C(=O)CCC(=O)c3ccc(F)cc3)C2)cc1 (stereo unspecified)
→ 1, 0, 1, 6, 1, 6, 3, -6, 0, 0
CC(=O)c1ccc(NC(=O)CCn2c(=O)oc3ccccc32)cc1
→ -3, 1, 0, -2, 2, 1, -2, -1, -1, 3
Cc1ccccc1-c1nc(CS(=O)CC(=O)NCCCN(C)c2ccccc2)c(C)o1 (stereo unspecified)
→ -7, -6, 5, -3, 2, 14, 4, 0, 5, -6
CC(C)C(=O)NC(C)C(c1cccs1)N1CCN(C)CC1 (stereo unspecified)
→ 0, 0, 3, 6, -1, -1, -2, -3, -1, 5
CN1CC=C2C(C#N)=C(N)C(C#N)(C#N)[C@H](c3cccc(Cl)c3)C2C1 (stereo partly specified)
→ -2, 5, -3, 8, 22, 26*, -7, -16, 0, 31*
O=C(NCCN1CCN(c2cccc(Cl)c2)CC1)C1CCCN(S(=O)(=O)c2cnc[nH]2)C1 (stereo unspecified)
→ 2, 5, -1, 4, -3, 2, 2, 1, -1, 4
O=C(CN1C(=O)COc2ccccc21)N1CCc2ccccc2C1
→ -4, 2, 0, -1, 9, 3, 1, -2, -2, 2
COc1ccc(OC)c(-n2cnc3cc(C(=O)O)ccc32)c1
→ 2, -7, 0, 6, 6, -3, 3, 0, -2, 3
CCc1ccc(C(=O)CN2C(=O)NC3(CCCCCC3)C2=O)cc1
→ 4, 5, 1, -4, -2, -5, 5, -2, -4, 14
COCCCNC(=O)COc1ccc(S(=O)(=O)Nc2ccccc2)cc1
→ -1, 3, -2, 3, -2, -2, -5, -2, -5, 3

Compound activity as filed in PubChem BioAssay.
